A549 viability: kills or reduces viability of A549 cells in Nrf2 counter-screen; A549 ARE-Fluc cells, CellTiter-Fluor viability, 18-24 h; Potency, µM (doses to about 46 µM), for the others: top-dose activity change, negative = cytotoxicity, actives largely listed as inhibitors; 390,000 tested, 0.16% active; AID 504648; also: potency is read from the fitted curve at half-maximal effect; % is scaled to controls: 0 for no effect and ±100 for the full control effect
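Cytotoxicity counterscreen: CellTiter-Fluor fluorescence was measured in A549 ARE_Fluc cells after 18-24 h of compound exposure in a concentration series. The subsequent BugLite luminescent read reports ARE-luciferase activity.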
Nrf2 ARE act: activators of Nrf2 (ARE) signaling. 410,000 tested, 0.31% active. AREc32 ARE-luciferase reporter (MCF7-derived line), luminescence, 24 h. AID 624171. Potency, µM (titrated, usually from 46.1 µM), without a hit: top-dose activation, most hits filed as activators; also: potency is read from the fitted curve at half-maximal effect; % of control where 0% means no effect; nearly all actives have a fitted effect of over 65% in size
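AREc32_Fluc, 1000 cells/well, OPTI-MEM + 5% FBS, o/n 37 deg C 5% CO2; 23 nL cpd by pin tool, 24 hr; Steady-Glo 30 min RT, luminescence.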
Mm-Cpn inhibitor: inhibitors of Methanococcus maripaludis chaperonin (MmCpn) | purified Mm-Cpn ATPase, ADP Transcreener TR-FRET | Potency, µM (top dose mostly 76.9 µM), inactives show at the highest dose activity, negative = inhibition, most hits filed as inhibitors | 330,000 tested, 0.031% active | AID 504842; also: potency is read from the fitted curve at half-maximal effect; % is scaled to controls: 0 for no effect and ±100 for the full control effect; nearly all actives have a fitted effect of over 80% in size
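Measured: ADP formation by purified Mm-CPN. Conditions: 25 nM protein, 10 uM ATP, Tris pH 7.4 with Mg2+, K+ and DTT, 37°C for 30 min. Detection: Transcreener HTRF after 30 min at room temperature.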
TGFb SMAD3 inh: TGF-b pathway inhibition. HepG2 CAGA-GFP TGF-b/SMAD3 reporter, GFP fluorescence, 18 h; TGF-beta stimulated, 500 pg/mL final. Potency, µM (series often up to 46.1 µM), without a hit: at the highest dose activity, negative = inhibition, usual class: inhibitors. 410,000 tested, 1.2% active; also: potency is read from the fitted curve at half-maximal effect; % is scaled to controls: 0 for no effect and ±100 for the full control effect; nearly all actives have a fitted effect of over 65% in size
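Inhibition of TGF-beta-driven CAGA-GFP reporter expression in HEPG2 cells is measured by cellular GFP fluorescence after 18 h stimulation with 500 pg/mL recombinant TGF-beta in 1% FBS medium at 37 degrees C.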
pAkt inh: Akt phosphorylation inhibition. activity change, % for hits at 50 µM. 360,000 tested, 0.32% active. Neuro2A IGF-stimulated pAkt S473 HTRF, 20 min; active compounds read low; in the data active = activity change below about -80%; inconclusive = mostly about -51% to -80%; also: % is scaled to controls: 0 for no effect and ±100 for the full control effect
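Neuro2A cells (4,500/well, DMEM with 0.5% FBS) were treated with compound at a single 50 µM final concentration, stimulated with 6 nM IGF for 20 min at 37 °C, and lysed. Phospho-Akt Ser473 was read by HTRF as 665/615 ratio ×10^4.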
S2 tox: reduces viability in counter-screen for ATXN expression inhibitors | S2 cells (HEK-293 line with an ATXN2-luciferase reporter) viability, CellTiter-Fluor protease fluorescence, 24 h | Potency, µM (top dose mostly 56.7 µM), hits mostly cytotoxic | 400,000 tested, 0.49% active; also: potency is read from the fitted curve at half-maximal effect; nearly all actives have a fitted effect of over 40% in size
HepG2 tox: counter-screen for TGF-b inhibitors: cytotoxicity in HepG2 cells; HepG2 CAGA-GFP viability, ATP luminescence, 18 h; Potency, µM (doses to about 46.1 µM), for the others: at the highest dose activity change, negative = cytotoxicity, hits mostly cytotoxic; 410,000 tested, 0.76% active; also: potency is read from the fitted curve at half-maximal effect; some results filed as inactive show a strong effect at the top dose
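CellTiter-Glo luminescence gave cytotoxicity after 18 hours at 37 degrees C. The cells were HepG2 CAGA-GFP in 1% FBS DMEM, stimulated with 500 pg/mL TGF-beta after compound addition. %Activity was normalised to no-cell wells (complete cell-killing) and DMSO (no toxicity), and curves were fitted and classified.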
Nrf2 block: inhibitors of Nrf2 signaling; A549 ARE-Fluc reporter, luciferase luminescence, 18-24 h; Potency, µM (series often up to 46 µM), for inactives: at the highest dose activity change, negative = inhibition, usual class: inhibitors; 360,000 tested, 2.1% active; AID 504444; also: potency is read from the fitted curve at half-maximal effect; % is scaled to controls: 0 for no effect and ±100 for the full control effect; nearly all actives have a fitted effect of over 60% in size
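Nrf2 activity is the BugLite luminescence, read 15 min after reagent at room temperature, following CellTiter-Fluor cytotoxicity readout (30 min, 37C). Compound titrations were applied for 18-24 h to 5000 A549 ARE_Fluc cells/well in 5% FBS OPTI-MEM.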
CCT chaperon mod: cytosolic chaperonin activity modulation | purified chaperonin ATPase assay, HTRF ADP detection, 30 min | activity change, % (concentration not given with the values), hits read low | 360,000 tested, 0.3% active | AID 651819; in the data active = activity change below about -30%; also: % is scaled to controls: 0 for no effect and ±100 for the full control effect
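ATPase activity: ADP formed was measured by HTRF Transcreener (665/615 nm ratio) after 30 min at 37 deg C with 10 uM ATP. Compounds screened at one 76 uM concentration against 40 or 20 nM TRiC in Tris pH 7.4/KCl/MgCl2/DTT buffer.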
* = called active by the depositor; i = inactive; ? = inconclusive; . = no result given; & = joins results of further samples; [ ] = dose if it differs, or a comment. Unless noted, calls follow the shape of the dose curve; as a rule, active = well fitted curve in the direction sought with a large enough effect; inconclusive = small, poorly fitted or top-dose-only effect, or another doubt; inactive = no such curve, though single readings can be large; an effect the other way counts as inactive or inconclusive.

SMILES	A549 viability	Nrf2 ARE act	Mm-Cpn inhibitor	TGFb SMAD3 inh	pAkt inh	S2 tox	HepG2 tox	Nrf2 block	CCT chaperon mod
CN(C)CCNc1oc(-c2ccccc2F)nc1C#N	2%	-0.7%	-3%	8%	i	i	10%	14%	-1.6
CCCn1c2ccccc2c2cnn(CC(=O)NCCc3cc(OC)ccc3OC)c(=O)c21	2%	-0.4%	.	?	.	?	-25%	2%	.
Cc1ccc(NC(=O)C(=O)c2ccc(C)cc2)cc1	2%	3.1%	0%	-2%	i	?	2%	3%	-0.4
Cc1cc(C)n(C(=O)CCCCCCCCC(=O)n2nc(C)cc2C)n1	-2%	-0.9%	-1%	-12%	i	i	-15%	-5%	-2.1
N#CC(=C=[N-])c1nc2ccccc2nc1-[n+]1ccccc1	-16%&-17%	-0.2%&4.1%	-1%&-1%	-8%&-1%	i	?	-24%&3%	0%&-10%	1.0&-1.2
COc1ccc(S(=O)(=O)N(C)CC(=O)Nc2ccc(F)cc2)cc1	0%	-0.4%	.	-3%	i	i	-18%	-7%	-0.7
CCOC(=O)C1=C(c2ccccc2)NC(=O)NC1c1ccc(O)c(Cl)c1 (configuration not stated)	?	-5.6%	-10%	15%	i	?	0%	-23%	0.4
CCOC(=O)c1[nH]c(C)c(C(=O)Nc2ccc(C)c(F)c2)c1C	?	-0.6%	-1%	-13%	i	i	-36%	?	0.4
CC(C)Cn1c2ccccc2c2cc(C(=O)O)ccc21	-3%	0.1%	-1%	3%	i	i	-16%	.	-4.6
Cc1ccc(Sc2c([N+](=O)[O-])c(=O)n(C)c3ccccc23)cc1	-13%	4.1%	-1%	?	i	.	-46%	1%	-1.6
COc1ccccc1NC(=O)c1ccc2c(c1)N(CC(=O)NC(C)C)C(=O)C(C)(C)O2	-6%	0.1%	-2%	0%	i	i	-2%	-9%	-0.4
O=C(O)COc1ccccc1C1C2C(=O)N(c3ccccc3)C(=O)C2ON1c1ccccc1 (configuration not stated)	7%	5.4%	2%	-17%	i	i	-5%	?	0.8
CC(C)C[C@H]1CNC(=S)N1C[C@H]1CCCN1C[C@H](Cc1ccc(O)cc1)N1C[C@H](CC(C)C)N(CC2CCCCCC2)C1=S	.	0.0%	.	6.3µM*	i	10µM*	-23%	.	-0.7
C[C@H](N)C(=O)OCc1ccc([N+](=O)[O-])cc1	0%	-0.4%	2%	2%	i	i	-16%	13%	-2.2
O=C(Cn1cc(C(=O)c2cccs2)c2ccccc21)NC1CCCCC1	-11%	-0.5%	-2%	2%	i	i	-31%	-22%	-4.5
O=C(NCc1ccc(Br)cc1)OC1CC2CC1[C@H]1CCCCN1C2=O (some centres not stated)	.	-0.6%	.	.	i	i	.	.	1.9
O=S(=O)(c1cc(Br)c(Br)s1)N1CCN(c2ccccc2)CC1	1%	-0.2%	.	-1%	.	i	-5%	.	.
COc1ccccc1CNC(=O)COC(=O)CCC(=O)c1cccs1	4%	-0.2%	-1%	2%	i	i	2%	-1%	-3.4
CN(C(=O)c1ccc(NC(=O)C2CCCN(C(=O)OC(C)(C)C)C2)cc1)C1CCCCC1 (configuration not stated)	-3%	-1.0%	-5%	-33%	i	?	-45%	-17%	-2.9
COc1cccc(C(C(=O)NC2CCCC2)N(Cc2ccccc2OC)C(=O)c2ccco2)c1 (configuration not stated)	-8%	0.3%	2%	-15%	i	i	1%	-1%	-3.6
CCOC(=O)CN1N=C(/C=C/c2ccc(OC)cc2)CCC1=O	-2%	3.7%	0%	7%	i	i	-16%	.	-0.2
COc1ccc(NC(=S)NCC2CCCO2)c(OC)c1 (configuration not stated)	0%	-0.5%	-1%	0%	i	i	-49%	6%	-3.0
O=c1c2c3c(sc2ncn1/N=C/c1ccco1)CCCC3	8%	6.6%	-2%	21%	.	i	-12%	-10%	0.4
CC1CCN(C(=O)Cn2c(=O)n(CC3CCC(C(=O)NC(C)C)CC3)c(=O)c3sccc32)CC1 (configuration not stated)	-3%	-0.1%	.	21%	.	?	4%	18%	.
Cc1c([N+](=O)[O-])c(C(=O)Sc2ccc(Br)cc2)nn1C	1%	-0.6%	0%	0%	i	i	12%	9%	-3.1
O=C(CCC(=O)Nc1ccccc1Cl)NNC(=O)Nc1cccc([N+](=O)[O-])c1	-2%	0.2%	1%	4%	i	i	-4%	-3%	0.1
Cc1cccc2c(C(=O)N3CCCCC3)cc(-c3ccccc3)nc12	0%	3.6%	0%	?	i	?	-18%	-11%	-4.4
CC(N)c1csc(NC(=O)Nc2cccc(C(F)(F)F)c2)n1 (configuration not stated)	.	0.0%[9.22 µM]	.	?	i	?	20µM*	.	-1.5
Cc1ccc(Cl)cc1N1CCN(CC(O)COCc2ccco2)CC1 (configuration not stated)	-1%	3.6%	-2%	?	i	i	-18%	-8%	-0.8
C=CCOc1c(Br)cc(CNc2nccs2)cc1OC	.	2.8%	0%	-23%	i	i	-11%	-14%	-1.0
CSc1ccc(C2c3c(oc4ccc(F)cc4c3=O)C(=O)N2c2ccc(C)cn2)cc1 (configuration not stated)	-2%	4.5%	.	9%	.	i	-3%	27%	.
CN(C(=O)c1cccc(C#N)c1)c1nnc(-c2ccccn2)s1	0%	-0.3%	-7%	0%	i	i	-35%	-12%	-3.3
COc1ccc(/C=N/N(C)C2=NCCN2)c(OC)c1OC	1%	0.3%	1%	17%	i	i	0%	4%	-0.2
CCN(CC(=O)Nc1c(F)cccc1F)C(=O)c1nn(C)c(=O)c2ccccc12	-1%	-0.2%	0%	10%	i	i	-1%	0%	-4.7
COc1cc(-c2nc(Cn3nnc(C(=O)Nc4cccc(Cl)c4)c3C)c(C)o2)cc(OC)c1OC	0%	-0.7%	.	0%	.	i	3%	-1%	.
COc1ccccc1OCC(=O)N1CCCCCC1	.	3.0%	.	0%	i	i	7%	.	1.3
CC(=O)c1ccc(Nc2cc(C)nc3ccccc23)cc1	-20%	3.5%	1%	1%	i	?	-6%	?	-1.0
CCc1nc2ccc(C(=O)NCc3ccc4c(c3)OCO4)cn2c1N(C)Cc1ccc(OC)cc1	.	5.4%	.	?	i	?	-26%	.	-4.1
CCc1nnc(NC(=O)c2ccc(Br)c(S(=O)(=O)N3CCOCC3)c2)s1	-14%	2.7%	0%	-3%	i	i	-7%	?	-0.8
COc1ccc(C(c2c(C)[nH]n(C(N)=S)c2=O)C(C#N)C#N)cc1 (configuration not stated)	2%	8.6%	-7%	?	i	i	-1%	17%	1.8
CCCCn1nnnc1C(CCc1ccccc1)N1CCN(C/C=C/c2ccccc2)CC1 (configuration not stated)	.	3.1%	.	?	i	?	-44%	.	-4.0
Cc1ccc(NC(=O)CSc2nc3c(c(=O)[nH]2)CCC3)c(C)c1	-3%	-0.4%	0%	-14%	i	i	1%	6%	0.4
COc1cc2cc(CN(CCc3ccccc3C)C(=S)NCCCN(C)C)c(=O)[nH]c2cc1OC	1%	4.0%	-2%	-29%	i	i	-67%	-18%	-0.9
Cc1nonc1CC(=O)N1CCCC(C(=O)c2cccc(C(F)(F)F)c2)C1 (configuration not stated)	1%	-1.1%	0%	0%	i	i	6%	8%	2.0
OC(COc1ccccc1)CN1CCN(c2cccc(Cl)c2)CC1 (configuration not stated)	13%	3.7%	.	-7%	i	i	-19%	5%	-2.9
COC(=O)c1c(NC(=O)c2cc(=O)c3c(C)cc(C)cc3o2)sc2c1CCCC2	-2%	-0.8%	.	6%	.	i	-7%	11%	.
COc1cccc(C(=O)OCc2ccccc2C#N)c1O	1%	3.0%	-2%	-8%	i	i	-6%	14%	-0.7
Cc1ccc(CNC(=O)C2CN(S(C)(=O)=O)c3cc(Cl)ccc3O2)cc1 (configuration not stated)	1%	0.3%	-2%	-15%	i	i	-8%	-24%	-2.4
Cc1cccc(S(=O)Cc2ccc(C(=O)NC3CCCCCC3)o2)c1 (configuration not stated)	1%	-0.5%	.	9%	.	.	-3%	15%	.
COc1ccc(/C=C2\SC(=S)N(CCC(=O)NCCCn3ccnc3)C2=O)cc1	1%	21%	-1%	?	.	i	-34%	3%	-3.1
CCOc1ccc2nnnn2n1	9%	-0.8%	-1%	-10%	i	i	-4%	2%	-0.4
O=C1c2cccc3cccc(c23)C(=O)N1CCCN(C(=O)c1cccs1)c1cccc(F)c1	0%	3.2µM*	0%	-11%	i	i	-3%	?	-2.4
COc1ccc(Cl)cc1NS(=O)(=O)c1cccc(C(=O)NCC2CCCO2)c1 (configuration not stated)	-9%	0.0%	1%	-2%	i	i	2%	-11%	-2.5
Cc1cc(C)cc(NC(=O)c2cc(C)nn2C)c1	4%	0.7%	2%	34%[activator]	i	i	1%	?	-1.6
CCN(Cc1ccncc1)Cc1ccc(OC)cc1OC	10%	1.7%	-1%	-13%	i	i	-2%	0%	-0.4
Cc1ccc2c(c1)NCCO2	5%	0.2%	-3%	-16%	.	i	0%	.	-1.2
Cc1ccc(NC(=O)CSc2nc3ccccc3nc2Cc2ccccc2F)cc1F	2%	4.0%	.	0%	.	i	-2%	-6%[9.27 µM]	.
COC(=O)c1sccc1S(=O)(=O)N(CC(=O)Nc1c(C)cccc1C)c1ccc(C)c(C)c1	-11%	6.7%	.	-30%	.	?	-16%	15%	.
Cc1cc(C)nc(CCNC(=O)c2cc(COc3c(C)cccc3C)on2)n1	-4%	-0.4%	1%	-1%	i	?	5%	12%	-0.5

Compound activity from PubChem.
